Assay outcomes (PubChem BioAssay)
DT40 TDP1 no CPT: qHTS for Inhibitors of human tyrosyl-DNA phosphodiesterase 1 (TDP1): qHTS in cells in absence of CPT. DT40 Tdp1-/- hTDP1 cells, no CPT, ATP luminescence, 48 h. Potency, µM (top dose mostly 46.2 µM), inactives show at the top dose activity change, negative = growth inhibition, actives largely listed as inhibitors. actives 15% (n = 420,000); also: nearly all actives have a fitted effect of over 55% in size
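Chicken DT40 Tdp1-/- cells stably complemented with human TDP1 were seeded at 400 cells/well with DMSO in place of 20 nM camptothecin. After compound pinning, cells grew at least 48 hr at 37 °C; viability read by CellTiter-Glo luminescence.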
TDP1 inh: inhibitors of human tyrosyl-DNA phosphodiesterase TDP1. actives 0.28% (n = 350,000). Potency, µM (titrated, usually from 130 µM), inactives show at the top dose activity change, negative = inhibition, hits mostly inhibitors. AID 485290. recombinant TDP1, AlphaScreen DNA substrate cleavage; also: nearly all actives have a fitted effect of over 40% in size
Target sequence (Q9NUW8 whole entry, looked up): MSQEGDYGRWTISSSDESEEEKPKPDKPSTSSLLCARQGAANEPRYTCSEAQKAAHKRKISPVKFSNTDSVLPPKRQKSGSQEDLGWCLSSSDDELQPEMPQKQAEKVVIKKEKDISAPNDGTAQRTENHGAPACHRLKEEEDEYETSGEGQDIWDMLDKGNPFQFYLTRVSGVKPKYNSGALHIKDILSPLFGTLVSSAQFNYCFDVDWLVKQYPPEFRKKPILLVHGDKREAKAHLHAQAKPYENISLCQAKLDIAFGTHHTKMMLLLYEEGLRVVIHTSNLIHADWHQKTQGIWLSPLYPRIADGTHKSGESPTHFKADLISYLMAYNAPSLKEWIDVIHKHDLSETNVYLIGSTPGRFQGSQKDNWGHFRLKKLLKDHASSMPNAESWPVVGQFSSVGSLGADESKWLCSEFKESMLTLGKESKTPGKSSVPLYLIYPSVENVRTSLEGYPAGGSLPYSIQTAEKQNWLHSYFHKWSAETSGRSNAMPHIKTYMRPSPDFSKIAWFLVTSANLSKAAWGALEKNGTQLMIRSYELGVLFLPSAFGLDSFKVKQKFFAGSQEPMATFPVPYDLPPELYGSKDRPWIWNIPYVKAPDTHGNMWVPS
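Steps: enzyme plus compound, 15 min RT; add biotin/phosphotyrosine-FITC oligonucleotide (15 nM final), react 5 min; add donor/acceptor beads (10 ug/ml final), 10 min; read AlphaScreen. Tdp1 at 1 nM final.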
DT40 TDP1 CPT: DT40-hTDP1 cell growth loss with CPT; AID 686979; chicken DT40 Tdp1-/-;hTDP1 cells + 20 nM CPT, ATP luminescence, 48 h; Potency, µM (highest dose often 46.2 µM), inactives show at the highest dose activity change, negative = growth inhibition, actives largely listed as inhibitors; actives 12% (n = 420,000); also: nearly all actives have a fitted effect of over 55% in size
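Chicken DT40 Tdp1-/- cells complemented with human TDP1, 400 cells/well, exposed to compounds plus 20 nM camptothecin for at least 48 h at 37 C; viability read as ATP content by CellTiter-Glo luminescence.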
Starred values were filed as active, the others as inactive; ? = inconclusive; · = no result given; & = joins results of further samples; [ ] = remark or other dose. Calls follow the shape of the dose curve; as a rule, active = well fitted curve in the direction sought with a large enough effect; inconclusive = small, poorly fitted or top-dose-only effect, or another doubt; inactive = no such curve, though single readings can be large; an effect the other way counts as inactive or inconclusive. % is scaled to controls: 0 for no effect and ±100 for the full control effect; potency is read from the fitted curve at half-maximal effect.

SMILES | DT40 TDP1 no CPT | TDP1 inh | DT40 TDP1 CPT
COc1ccc(CC(=O)NCCCSc2ccccc2)cc1OC | -3.0% | 6.6% | -22.6%
Cc1ccc(C(=O)Nc2ccccc2C(=O)N2CCOCC2)cc1[N+](=O)[O-] | -28.2% | 0.0% | -1.0%
O=C1N[C@@H](c2ccccc2)COC(=O)[C@@H](Cc2ccc(F)cc2)C/C=C\C[C@@H]1CC(=O)N(CCO)Cc1ccccc1 | 13µM* | 0.7% | 14.6µM*
CC(C)c1ccc(NC(=O)CN2C(=O)c3cccc4cccc2c34)cc1 | -6.9% | 2.3% | -17.3%
CCOc1ccccc1-n1c(C)nc2cc(C(=O)O)ccc21 | 5.8%&-4.1% | 1.1%&3.5% | 16.3%&22.1%
CCOC(=O)c1c(C2COc3ccccc3O2)csc1N (stereo not given) | -27.3% | 7.0% | -15.1%
Cc1cccn2cc(CCNC(=O)Cc3cccs3)nc12 | 0.7% | 7.0% | 6.2%
COc1ccc(N2CCOCC2)c(NC(=O)c2cccc3ccccc23)c1 | ? | · | ?
Cc1ccc(S(=O)(=O)NCCC(=O)NCCc2ccc(S(N)(=O)=O)cc2)cc1C | -23.2% | -2.3% | 3.26µM*
NS(=O)(=O)c1ccc(CCNCc2ccccc2OCc2ccc(F)cc2)cc1 | 20.6µM* | · | ?
CCCCCCCCS(=O)C1CS(=O)(=O)CC1O (stereo not given) | -1.0% | -1.2% | 2.0%
C=CC[C@H](CC(=O)NCCO)C(=O)NC[C@@H](OC(=O)[C@H](CC=C)CC(=O)OC(C)(C)C)c1ccccc1 | ? | 1.4% | 6.0%
Cc1ccc(-n2nnnc2SCC(=O)Nc2ccccc2N2CCCCC2)cc1C | 18.4µM* | 2.1% | ?
COc1ccc(CCn2c(NCCCN3CCOCC3)nc3c2c(=O)[nH]c(=O)n3C)cc1 | -9.5% | 5.6% | -3.8%
Cc1cc(C)cc(N=c2c([N+](=O)[O-])nn(-c3cccc(Cl)c3)n2O)c1 | ? | 6.6% | 11.2µM*

Part of the list above in order of heavy-atom count, low to high:
SMILES | DT40 TDP1 no CPT | TDP1 inh | DT40 TDP1 CPT
Cc1cccn2cc(CCNC(=O)Cc3cccs3)nc12 | 0.7% | 7.0% | 6.2%
CCOc1ccccc1-n1c(C)nc2cc(C(=O)O)ccc21 | 5.8%&-4.1% | 1.1%&3.5% | 16.3%&22.1%
Cc1ccc(-n2nnnc2SCC(=O)Nc2ccccc2N2CCCCC2)cc1C | 18.4µM* | 2.1% | ?

The listing picks up, repeating the six entries before the break.
SMILES | DT40 TDP1 no CPT | TDP1 inh | DT40 TDP1 CPT
NS(=O)(=O)c1ccc(CCNCc2ccccc2OCc2ccc(F)cc2)cc1 | 20.6µM* | · | ?
CCCCCCCCS(=O)C1CS(=O)(=O)CC1O (stereo not given) | -1.0% | -1.2% | 2.0%
C=CC[C@H](CC(=O)NCCO)C(=O)NC[C@@H](OC(=O)[C@H](CC=C)CC(=O)OC(C)(C)C)c1ccccc1 | ? | 1.4% | 6.0%
Cc1ccc(-n2nnnc2SCC(=O)Nc2ccccc2N2CCCCC2)cc1C | 18.4µM* | 2.1% | ?
COc1ccc(CCn2c(NCCCN3CCOCC3)nc3c2c(=O)[nH]c(=O)n3C)cc1 | -9.5% | 5.6% | -3.8%
Cc1cc(C)cc(N=c2c([N+](=O)[O-])nn(-c3cccc(Cl)c3)n2O)c1 | ? | 6.6% | 11.2µM*
COC(=O)C(CC(=O)c1ccc(Cl)cc1)c1ccccc1 (stereo not given) | -28.7% | · | ?
COC(=O)c1cc(NC(=O)CC2NCCNC2=O)cc(C(=O)OC)c1 (stereo not given) | -6.1% | 2.2% | -10.1%
Cc1sc(C(C2C(=O)CC(C)(C)CC2=O)C2C(=O)CC(C)(C)CC2=O)cc1[N+](=O)[O-] | 23.1µM* | 10.3% | ?
CC1(C(=O)O)CCC(C(=O)Nc2cccc(F)c2)C1(C)C (stereo not given) | -11.2% | · | 19.7%
CCOc1ccc2c(c1)[nH]c(=S)n2C | 9.0% | 1.2% | 0.3%
COC(=O)c1nc(N)sc1C | 9.9% | 2.7% | -0.9%
Cn1cnnc1SCC(=O)Nc1ccc(F)cc1 | -7.0% | · | 0.7%
c1ccc(-c2nnc(SCCC3OCCCO3)o2)cc1 | -10.5% | -4.0% | 0.3%
Cc1ccc(NC(=O)Cn2nc(C(=O)O)c3ccccc3c2=O)c([N+](=O)[O-])c1 | -8.7% | 11.0%[0.0935 µM] | -11.5%
O=C(COc1ccccc1C(=O)Nc1ccccc1F)Nc1ccc(Br)cc1 | ? | · | ?
O=C(Cc1cccc(NC(=O)C2CCCN(C(=O)C3CCC3)C2)c1)Nc1ccc(C(=O)N2CCCCC2)cc1 (stereo not given) | -9.6% | · | ?
Cc1cc(/C=C(\C#N)C(=O)Nc2ccccc2F)c(C)[nH]1 | 6.4% | 3.6% | 5.3%
COc1ccc2cc(C(=O)O)ccc2c1 | -6.4% | 4.0% | -2.5%
Cc1ccc(/C=C/C(=O)NCc2ccc(S(N)(=O)=O)cc2)o1 | 10.1% | 0.0% | 5.4%
Clc1ccc(Nc2ccc3ccccc3n2)cc1 | -21.0% | · | -21.1%
CCN(CC)C(=O)C1=C(C)N(CCCOC)C(=O)C(CC(=O)NCc2cccc3ccccc23)C1 (stereo not given) | -23.3% | · | 0.4%
CCOC(=O)c1c(NC(=S)N2CCCCC2)sc2c1CCN(C(=O)OCC)C2 | ? | 6.2% | ?
COc1nc(C)ccc1-c1noc(-c2cccnc2)n1 | -4.8% | · | -3.5%
Cn1nc(-c2ccccc2)c2nc3ccccc3nc21 | -5.3% | 4.2% | -1.4%
COc1ccc(NC(=O)c2cccc(Cl)c2)c[n+]1[O-] | -0.6% | · | -0.2%
CC1(C)CC(O)C(CCC(O)c2ccccc2)C(C)(C)N1 (stereo not given) | 4.9% | 2.0% | 4.6%
C=CCOn1c(=O)c(=O)n(OCc2ccccc2)c2ccccc21 | -11.0% | 2.0% | -12.8%
CCc1ccccc1NC(=O)c1cc(S(=O)(=O)NCCc2ccc(OC)c(OC)c2)ccc1F | 16.4µM* | 5.2% | 20.6µM*
C=CCOC(=O)COc1ccc2c(C)c(CC)c(=O)oc2c1 | -1.4% | 8.2% | 8.0%
CC(C)CN1CCc2nc(N3CCN(c4ncccn4)CC3)ncc2C1 | -24.9% | 6.2% | ?
COc1cc(-c2nc(N)n[nH]2)cc(OC)c1OC | -5.7% | -1.0% | 3.6%
C=CCSc1nc2c(C(=O)OCC)nnn2c2ccccc12 | 9.2µM* | · | ?
CC(c1ccc2ccccc2c1)c1ccccc1C(=O)O (stereo not given) | -12.4% | · | 1.0%
CC1CCCC(NC(=O)COC(=O)Cc2cn3ccsc3n2)C1C (stereo not given) | 3.5% | -1.0% | 2.1%
O=C(NC1CCCC1)C(c1ccsc1)N(C(=O)Cc1cccs1)c1ccccc1 (stereo not given) | -17.7% | 9.5% | -14.6%
Cc1ccc(N2CCN(C(=S)c3ccc(-c4ccccc4[N+](=O)[O-])o3)CC2)cc1 | ? | 9.8% | ?
Cc1cnc(C(=O)Nc2ccc(N3CCOCC3)cc2)cn1 | -2.4% | 2.4% | -5.9%
Cc1cccc(OCC(=O)Nc2ccc3c(c2)nc(CCN2CCN(c4ccccn4)CC2)n3C)c1 | 18.4µM* | 6.4% | 23.1µM*
CCCN1CCN(CCCNC(=O)c2cc3c(=O)[nH]c4ccc(C)cc4c3s2)CC1 | 16.4µM* | 1.2% | ?

An excerpt of these results, in CSV form.
smiles,DT40 TDP1 no CPT,TDP1 inh,DT40 TDP1 CPT
Cn1nc(-c2ccccc2)c2nc3ccccc3nc21,-5.3%,4.2%,-1.4%
COc1ccc(NC(=O)c2cccc(Cl)c2)c[n+]1[O-],-0.6%,·,-0.2%
CC1(C)CC(O)C(CCC(O)c2ccccc2)C(C)(C)N1 (stereo not given),4.9%,2.0%,4.6%
